From PubChem
MEP2-GFP yeast: modulators of TOR pathway MEP2-GFP in S. cerevisiae; S. cerevisiae MEP2-GFP strain, flow cytometry GFP, 3 h; 100% = DMSO control level; GFP response vs DMSO, % at 10 µM; hit rate 0.51% among 330,000;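 active = GFP response versus DMSO above a set limit, roughly screen mean plus 3 SD, cut at about 180% in these data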;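 note: median GFP fluorescence of the barcode-gated MEP2-GFP cells per well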
AHR act: activates the human aryl hydrocarbon receptor; AHR-responsive luciferase reporter cells, luminescence; activation, % at 5 µM; hit rate 2.5% among 320,000; in the data active = activation above about 47%;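 note: 0% = vehicle wells and 100% = reference agonist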
proCasp3 act: activates human procaspase-3. recombinant procaspase-3 D3A, Ac-DEVD-pNA absorbance 405 nm. activation, % at 8.5 µM. hit rate 0.11% among 330,000;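 active = activation above the mean of all tested compounds plus 3 SD, cut at about 21% in these data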;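 note: 0% = DMSO alone and 100% = DMSO wells spiked with extra 5 µM PC-3 D3A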
Target sequence (P42574 whole entry D9A/D28A/D175A): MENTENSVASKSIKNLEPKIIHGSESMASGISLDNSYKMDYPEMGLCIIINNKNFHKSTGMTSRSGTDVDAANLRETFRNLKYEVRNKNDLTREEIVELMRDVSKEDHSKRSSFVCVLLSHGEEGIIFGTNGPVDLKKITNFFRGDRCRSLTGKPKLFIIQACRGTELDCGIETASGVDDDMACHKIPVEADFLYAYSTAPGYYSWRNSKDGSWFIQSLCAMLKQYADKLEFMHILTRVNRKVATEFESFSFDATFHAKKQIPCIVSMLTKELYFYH
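Evaluation: percent activation relative to control range; Material: Procaspase-3 D3A mutant, all three cleavage aspartates alanine; Compound: single dose, 8.5 µM nominal compound, 0.8% DMSO; Replication: one well per compound; Signal: absorbance at 405 nm, 0 and 120 min; Schedule: 1 h preincubation plus 2 h reaction at 25 °C.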
CIT2-GFP yeast: yeast TOR pathway CIT2-GFP modulation; S. cerevisiae CIT2-GFP strain, flow cytometry, 3 h; 100 means same as DMSO wells; GFP response vs DMSO, % at 10 µM; hit rate 0.065% among 320,000;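 active = GFP response relative to DMSO above a set limit, near the screen mean plus 3 SD, cut at about 150% in these data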;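 note: ratio of well median GFP fluorescence to mean of DMSO wells on the plate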
AGP1 TOR yeast: yeast TOR pathway AGP1-GFP modulation; hit rate 0.02% among 320,000; GFP response vs DMSO, % at 10 µM; S. cerevisiae AGP1-GFP multiplex flow cytometry, 3 h; GFP as percent of DMSO wells; AID 2066;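 active = GFP response relative to DMSO above a set limit, near screen average plus 3 SD, cut at about 150% in these data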;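 note: median GFP channel fluorescence of the gated AGP1 strain per well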
proCasp7 act: counter-screen: procaspase-7 (human) activation. P55210. recombinant procaspase-7, Ac-DEVD-pNA absorbance 405 nm; D23A/D198A/D206A triple mutant, cannot self-cleave; scale: DMSO 0, 5 µM enzyme 100. activation, % at 8.5 µM. hit rate 0.093% among 330,000;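 active = percent activation above the screen-wide mean plus 3 SD, cut at about 25% in these data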
Target sequence (P55210 whole entry D23A/D198A/D206A): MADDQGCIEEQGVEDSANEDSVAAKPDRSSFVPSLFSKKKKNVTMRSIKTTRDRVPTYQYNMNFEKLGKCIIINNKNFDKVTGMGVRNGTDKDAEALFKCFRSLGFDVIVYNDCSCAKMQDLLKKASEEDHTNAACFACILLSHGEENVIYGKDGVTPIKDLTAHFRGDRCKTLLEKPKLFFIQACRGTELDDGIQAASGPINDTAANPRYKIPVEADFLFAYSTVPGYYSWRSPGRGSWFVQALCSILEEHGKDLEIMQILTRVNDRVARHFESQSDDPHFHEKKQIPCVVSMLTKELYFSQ
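signal = Epi-absorbance of released pNA at 405 nm, two timepoints | assay system = Uncleavable procaspase-7 mutant enzyme | reagent = Ac-DEVD-pNA substrate, 400 µM as added | times = 1 h enzyme–compound preincubation and 2 h substrate reaction, both 25 °C | benchmarks = low DMSO alone, high DMSO plus 5 µM PC-7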
RPL19A-GFP yeast: yeast TOR pathway RPL19A-GFP modulation; S. cerevisiae RPL19A-GFP strain, flow cytometry, 3 h; active compounds read low; percent response vs DMSO, % at 10 µM; hit rate 0.3% among 330,000;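 active = percent response vs DMSO below 50%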;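 note: median channel GFP fluorescence of the barcoded RPL19A-GFP strain; ratio of sample median GFP to plate DMSO average so 100% = DMSO; lower means less RPL19A-GFP as with rapamycin TOR inhibition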
LAP4-GFP MLPCN: modulators of TOR pathway LAP4-GFP in S. cerevisiae | S. cerevisiae LAP4-GFP multiplex, flow cytometry GFP, 3 h; median GFP as percent of DMSO wells | GFP response vs DMSO, % at 10 µM | hit rate 0.34% among 320,000 | AID 2023;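 active = GFP response vs DMSO above a set limit, about the screen mean plus 3 SD, cut at about 150% in these data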
The depositor's hits bear a star; nt = no result given; & = joins results of further samples.

molecule	MEP2-GFP yeast	AHR act	proCasp3 act	CIT2-GFP yeast	AGP1 TOR yeast	proCasp7 act	RPL19A-GFP yeast	LAP4-GFP MLPCN
N#Cc1ccc(C23CC4(C2)[C@H](CN(Cc2ccc(C(F)(F)F)cc2)[C@@H]4c2ccccc2)C3c2ccccc2)cc1 (stereo partly specified)	105.7	3.4	8.0	101.0	101.8	1.6	101.3	99.7
O=C(Nc1cccc(N2C(=O)C3C4C=CC(C4)C3C2=O)c1)c1cccs1 (stereo unspecified)	91.1	-0.8	-3.3	99.7	93.7	-1.1	97.4	86.1
CCOc1ccccc1NC(=O)C1CCC(CNc2c(N3CCOCC3)c(=O)c2=O)CC1 (stereo unspecified)	104.5	-2.7	2.4	98.7	103.8	-1.8	100.0	103.4
COc1ccc(NC(=S)Nc2cccc(C(F)(F)F)c2)c(C)c1	106.2	0.5	1.1	104.3	101.7	-1.3	106.3	105.5
C/C(=N\NC(=O)c1cc(-c2ccccn2)nc2ccccc12)c1cccc([N+](=O)[O-])c1	93.5	9.0	1.4	92.4	89.2	8.1	86.3	82.9
CN(C)C(CNC(=O)Nc1cccc(Cl)c1)c1cccnc1 (stereo unspecified)	101.7	20.1	-1.6	96.8	101.0	6.4	98.5	102.0
O=C(NC(=S)NCc1ccc(-c2nc3ccccc3s2)cc1)c1ccco1	99.6	-3.3	-5.5	98.8	94.8	-5.1	106.6	95.8
CC(C)C1=C2CCCCC2NC(=O)N1 (stereo unspecified)	107.9	-0.1	1.4	109.6	108.5	0.0	105.2	105.4
Cc1ccccc1OC1C(=O)N(Cc2ccc3c(c2)OCO3)C1c1sccc1C (stereo unspecified)	89.8	7.7	5.5	96.7	100.6	4.3	99.5	101.6
CCOC(=O)C[n+]1c(C)csc1C	103.9	-3.7	-13.7	99.1	100.4	-29.3	107.1	93.0
CS(=O)(=O)N1CCN(C(=O)c2cc3ccccc3oc2=O)CC1	102.3	-1.1	-0.3	105.2	105.8	0.1	nt	97.8
CCC(=O)Nc1cccc(C2=NOC3(C2)C[C@H](C(N)=O)N(C(=O)Cc2ccc([N+](=O)[O-])cc2)C3)c1 (stereo partly specified)	101.0	-0.7	-2.1	96.5	94.5	3.3	102.4	114.1
Cc1ccc(NC(=O)/C=C\C(=O)O)c([N+](=O)[O-])c1	110.0	3.1	-24.9	105.0	97.2	-39.5	104.0	98.3
COc1ccc(/C=C2\CN(Cc3ccccc3)C/C(=C\c3ccc(OC)c(O)c3)C2=O)cc1O	103.3	-1.1	6.9	108.8	102.5	-1.9	104.0	96.1
O=C(NN1C(=O)CSC1=S)C(=O)NN1C(=O)CSC1=S	91.0	-0.5	-8.8	99.5	99.0	-12.4	95.2	101.3
CCOC(=O)c1c(NC(=O)C(C)OC(=O)C2=COCCO2)sc2c1CCCC2 (stereo unspecified)	102.4	-0.5	3.2	90.6	106.5	-12.1	104.2	106.4
Cc1ncsc1C(=O)Nc1nc2c(s1)CCCC2	104.8	26.8	3.0	104.8	108.5	8.7	101.0	105.8
COc1cccc(NC(=O)CN(C)S(=O)(=O)/C=C/c2ccccc2)c1	99.0	0.0	0.8	96.1	93.1	-3.6	94.6	94.0
C=CCn1c(SCc2nc3sc(C(=O)O)c(C)c3c(=O)[nH]2)nnc1-c1ccc(C(C)(C)C)cc1	102.0	3.2	4.7	107.4	104.7	2.5	96.8	95.7
CC(OC(=O)c1cc(-c2cccnc2)nc2ccccc12)C(=O)Nc1ccc2ccccc2c1 (stereo unspecified)	104.0	3.5	9.9	95.9	94.0	-4.1	98.4	101.1

One compound at a time, from the list above. Screens in order: MEP2-GFP yeast	AHR act	proCasp3 act	CIT2-GFP yeast	AGP1 TOR yeast	proCasp7 act	RPL19A-GFP yeast	LAP4-GFP MLPCN
C=CCn1c(SCc2nc3sc(C(=O)O)c(C)c3c(=O)[nH]2)nnc1-c1ccc(C(C)(C)C)cc1 reads 102.0	3.2	4.7	107.4	104.7	2.5	96.8	95.7
CN(C)C(CNC(=O)Nc1cccc(Cl)c1)c1cccnc1 (stereo unspecified) reads 101.7	20.1	-1.6	96.8	101.0	6.4	98.5	102.0
CCOc1ccccc1NC(=O)C1CCC(CNc2c(N3CCOCC3)c(=O)c2=O)CC1 (stereo unspecified) reads 104.5	-2.7	2.4	98.7	103.8	-1.8	100.0	103.4
CCOC(=O)c1c(NC(=O)C(C)OC(=O)C2=COCCO2)sc2c1CCCC2 (stereo unspecified) reads 102.4	-0.5	3.2	90.6	106.5	-12.1	104.2	106.4

Further records follow.
molecule	MEP2-GFP yeast	AHR act	proCasp3 act	CIT2-GFP yeast	AGP1 TOR yeast	proCasp7 act	RPL19A-GFP yeast	LAP4-GFP MLPCN
CCN(CC)CCCNC(=O)Cn1cnc2ccc(S(=O)(=O)N3CCC(C)CC3)cc2c1=O	100.7	-1.8	7.5	103.9	101.3	13.6	93.8	95.9
COc1ccc2c(c1)-c1c(sn(-c3ccc(OC)c(OC)c3)c1=S)C(C)(C)N2	99.9	15.3	-13.0	92.6	93.9	-15.3	99.3	nt
Cc1nnc(SCC(=O)NNC(=O)c2ccc(Cl)cc2)s1	105.8	-2.4	12.1	105.4	100.2	0.0	114.2	90.0
Cc1cc2c(c(=O)n1CC1CCCO1)C(c1ccc3c(c1)OCO3)C(C#N)=C(N)O2 (stereo unspecified)	107.3	1.2	-6.1	109.2	109.7	6.2	100.6	102.3
Oc1c(Br)cc(Br)cc1CNn1cnnc1	108.0	17.5	4.3	103.7	101.5	-5.7	105.5	97.3
CCN(CC)CCNC(=O)c1ccc(NC(=O)c2ccc(COc3ccccc3)cc2)cc1	102.4	nt	nt	96.6	92.9	nt	98.2	90.7
CC(CCC(C)C(C)(C)C)[C@@H]1CC[C@H]2C3C[C@H](OS(O)(=S)=S)[C@H]4C[C@H](OS(O)(=S)=S)[C@@H](OS(O)(=S)=S)C[C@]4(C)[C@H]3CC[C@]12C (stereo partly specified) (tested in a mixture with another compound)	119.3&122.9	-2.3&1.1	-4.8&4.3	66.9&67.9	97.4&105.5	-0.7&13.5	83.4&81.5	123.2&141.0
CSCCC(NS(=O)(=O)c1ccc(C)c(C(=O)O)c1)C(=O)O (stereo unspecified)	105.8	0.1	2.5	116.2	105.9	4.7	107.7	96.7
CCN(CC)CCn1c(NCc2cccc(OC)c2OC)nc2ccccc21	94.9	0.9	0.4	96.8	97.0	17.3	94.0	93.7
CC(C)NC(=S)N/N=C/c1cccnc1	98.1	6.2	-10.8	95.1	101.5	-0.4	97.4	104.8
COC(=O)c1cccc(NC(=O)CN(c2ccc3c(c2)OCO3)S(C)(=O)=O)c1C	102.8	5.3	-2.6	93.6	99.1	1.0	100.0	94.5
c1ccc2c(c1)ccc1ncccc12	115.2	-0.6	2.6	112.2	107.4	5.3	114.4	99.7
COc1cccc(CN2CC(C(=O)NCCOc3cccnc3)CCC2=O)c1 (stereo unspecified)	93.3	-1.3	4.7	116.4	81.2	2.5	96.9	83.2
COc1ccccc1CN1CCNC(=O)C1CC(=O)N(C)CC1CCOCC1 (stereo unspecified)	102.0	1.4	0.9	102.4	94.6	7.0	97.1	90.6
Cc1ccc2nc(SCc3ccc([N+](=O)[O-])cc3)[nH]c2c1	106.0	6.9	3.8	86.4	96.3	3.8	101.4	132.1
O=C(c1ccc2c(=O)n(Cc3ccco3)c(=S)[nH]c2c1)N1CCN(c2ccccc2)CC1	104.8	-0.9	3.1	101.8	102.2	-2.4	100.7	94.3
COc1cc(CNCCN2CCOCC2)ccc1OCc1cccc(Cl)c1	105.2	0.0	1.1	102.7	96.7	1.1	95.7	98.6
Cc1nnc(N/N=C/c2cccs2)[nH]c1=O	97.4	14.8	1.7	101.5	103.0	-2.1	99.6	99.9
COc1cc(F)c(C2=CC(=O)C[C@H](c3ccc4c(c3)OCO4)C2)cc1F	95.7	2.5	-0.9	98.9	97.0	9.2	94.7	96.8
O=[N+]([O-])c1cccc(S(=O)(=O)N2CCCCC2)c1	99.1	-2.5	-1.8	111.2	102.3	9.5	101.5	94.0
Cc1ccc(C)c(N2CCN(C(=O)c3ccc4c(=O)n5c(nc4c3)CCCCC5)CC2)c1	97.0	-0.5	12.8	90.8	94.6	-3.3	93.5	102.3
CSc1ccc(C(=O)NC2CCSc3ccccc32)cc1 (stereo unspecified)	102.7	2.8	8.1	95.0	94.5	12.6	97.5	100.2
COc1ccc(NC(=O)CN2CCN(S(=O)(=O)N3CCCCCC3)CC2)cc1	102.9	0.4	-1.2	99.7	98.6	-2.1	102.5	101.1
CCCc1cc(C(=O)NCc2ccccc2)no1	91.3	1.0	-1.4	101.3	102.5	-2.3	99.7	93.0
COC(=O)c1ccccc1Nc1ccnc(Cl)n1	97.8	12.9	3.9	95.4	85.0	7.0	95.8	112.7
CCc1csc(CNC(=O)C2CCC(=O)N(Cc3cccc(F)c3)C2)n1 (stereo unspecified)	99.1	-2.7	-1.4	99.6	98.7	-0.6	91.4	99.2
Cc1ccc(C(=O)N2CCN(C(=O)CN3CCCC3)C2)cc1	104.3	0.7	-3.7	87.7	96.1	4.1	102.4	97.1
CCCc1nn2c(=O)cc(CSCC(=O)Nc3nnc(CC)s3)nc2s1	99.0	1.3	-0.5	103.3	106.6	2.9	104.5	108.9
CN(c1ccccc1)c1ccc(/C=C(\CCC(=O)O)c2nc3ccccc3s2)cc1[N+](=O)[O-]	101.8	1.2	5.9	118.5	106.5	2.1	103.9	84.2
O=C(Cc1cc2ccccc2o1)NCc1ccc(F)cc1	110.8	4.1	-2.6	97.7	94.8	0.5	100.2	99.2
CCOc1cc(-c2sc(Nc3ccccc3)n[n+]2-c2ccc(F)cc2)ccc1OC	106.1	10.1	-16.2	100.5	106.3	-10.8	104.0	105.8
COc1ccc(NC(=O)c2c(Cl)cnn2C)c(C)c1	102.0	13.2	-4.2	96.5	102.0	15.6	103.1	97.8
CCc1ccc(CNC(=O)CCc2cn(C)c3ccccc23)cc1	110.7	14.6	-1.0	97.1	99.6	4.3	104.6	108.1
CC(=O)O[C@H]1CC[C@@]2(C)C(=CC[C@H]3[C@@H]4CC[C@H](C5(C)OCCO5)[C@@]4(C)CC[C@@H]32)C1	94.9	1.3	5.8	97.5	97.1	6.5	106.4	108.3
Cc1ccccc1OC/C(O)=C(\C#N)c1nc2ccccc2[nH]1	103.8	15.0	-0.5	102.6	102.6	15.2	101.0	98.2
CCOc1ccccc1NC(=O)c1ccccc1N(C)S(C)(=O)=O	109.5	1.5	1.8	102.0	100.4	5.5	107.3	99.4
O=C1N/C(=N/c2ccccn2)SC1Cc1ccccc1 (stereo unspecified)	90.5	42.1	6.7	63.8	71.0	-3.3	105.6	95.4
Cc1cc(C)n(-c2nnc(C)n2N)n1	98.5	-0.6	2.0	87.6	92.2	-1.1	91.7	95.3
COc1ccc(N=C2NC(=O)C(CC(=O)NCCc3ccc(OC)c(OC)c3)S2)cc1 (stereo unspecified)	100.6	3.5	-26.8	117.5	102.3	-19.4	100.4	102.9
CC(C)NC(=O)COc1cccc2ccccc12	96.6	7.7	5.1	96.4	94.1	-5.8	96.5	110.6
Cc1nn(C)cc1NC(=O)CCSc1nc(-c2ccco2)cc(C(F)(F)F)n1	110.6	-6.0	6.8	110.3	103.5	-0.2	101.9	103.5
